Source: PubChem
Mtb UGM inh: Mtb UDP-galactopyranose mutase inhibition; P9WIQ1; purified UGM, fluorescence polarization probe displacement; inhibition, % at 10 µM; 320,000 compounds, 0.06% hits; AID 504406; in the data active = inhibition above about 10%, passing the limit was not always enough; inconclusive = no clear call, values can overlap the other calls
Target sequence (P9WIQ1 whole entry, looked up): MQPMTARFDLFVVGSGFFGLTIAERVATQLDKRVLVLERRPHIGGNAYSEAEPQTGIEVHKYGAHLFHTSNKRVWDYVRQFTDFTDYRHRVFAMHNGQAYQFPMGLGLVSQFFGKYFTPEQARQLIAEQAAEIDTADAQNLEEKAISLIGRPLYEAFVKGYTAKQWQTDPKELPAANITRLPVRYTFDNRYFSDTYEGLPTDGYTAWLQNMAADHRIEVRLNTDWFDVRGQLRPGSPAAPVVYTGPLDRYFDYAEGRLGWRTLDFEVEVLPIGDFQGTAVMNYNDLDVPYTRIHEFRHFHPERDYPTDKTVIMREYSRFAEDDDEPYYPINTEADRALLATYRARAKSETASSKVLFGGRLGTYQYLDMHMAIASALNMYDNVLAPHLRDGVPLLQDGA
FadD28 binding: inhibitors of Mycobacterium tuberculosis FadD28 bisubstrate binding. FadD28 bisubstrate probe binding, fluorescence polarization. inhibition, % at 12.5 µM. 360,000 compounds, 0.22% hits; in the data active = inhibition above about 8.5%, passing the limit was not always enough; inconclusive = no clear call, values can overlap the other calls
FBA Mtb inh: inhibitors of M. tuberculosis fructose-bisphosphate aldolase; purified M. tuberculosis FBA, fluorescence read-out; inhibition, % at 1 µM; AID 588726; P9WQA3; 360,000 compounds, 2.3% hits; in the data active = inhibition above about 27%;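 note: 0% = vehicle and 100% = reference inhibitor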
Target sequence (P9WQA3 whole entry, looked up): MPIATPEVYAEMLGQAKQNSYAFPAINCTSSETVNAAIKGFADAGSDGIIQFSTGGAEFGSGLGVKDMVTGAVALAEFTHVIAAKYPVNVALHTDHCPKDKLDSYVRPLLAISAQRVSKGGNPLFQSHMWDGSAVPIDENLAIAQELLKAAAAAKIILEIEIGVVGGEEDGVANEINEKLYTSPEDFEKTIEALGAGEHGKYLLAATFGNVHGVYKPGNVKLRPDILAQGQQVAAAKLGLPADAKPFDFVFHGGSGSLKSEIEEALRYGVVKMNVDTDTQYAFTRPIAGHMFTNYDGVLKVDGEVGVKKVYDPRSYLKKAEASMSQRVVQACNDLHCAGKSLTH
PfHsp40 yeast: compounds rescuing yeast from Plasmodium falciparum HSP40 toxicity | 340,000 compounds, 0.68% hits | S. cerevisiae expressing PfHsp40, growth rescue, ATP luminescence | growth rescue, % at 12.5 µM | AID 504582; in the data active = growth rescue above about 28%, passing the limit was not always enough; inconclusive = no clear call, values can overlap the other calls;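 note: yeast W303a lacking pdr1 and pdr3 grown in galactose medium; growth measured after three days at 30 °C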
GDH-TPI inh: counter-screen for M. tuberculosis FBA inhibitors: GDH-TPI coupled enzymes; inhibition, % at 4.8 µM; GDH-TPI coupled enzyme counterscreen, NADH absorbance; 360,000 compounds, 1.2% hits; in the data active = inhibition above about 30%;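 note: 0% = DMSO wells and 100% = wells lacking the enzyme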
Anthrax LF inh2: inhibitors of Bacillus anthracis lethal factor protease | multiplex microsphere protease cleavage assay, LF | AID 588501 | inhibition, % at 10 µM | 360,000 compounds, 0.12% hits | P15917; note: plate controls were buffer without enzyme for full effect and enzyme alone for no effect
BoNT A protease: blocks Botulinum neurotoxin A light chain protease | multiplex microsphere protease substrate cleavage, flow cytometry | inhibition, % at 10 µM | 360,000 compounds, 0.17% hits; note: plate controls were buffer without enzyme for full effect and enzyme alone for no effect
BoNT F protease: inhibitors of Botulinum neurotoxin F light chain protease; inhibition, % at 10 µM; AID 588497; 360,000 compounds, 0.22% hits; Multiplex microsphere protease cleavage assay, flow cytometry; in the data active = inhibition above about 35%, passing the limit was not always enough; inconclusive = no clear call, values can overlap the other calls; note: plate controls were buffer without enzyme for full effect and enzyme alone for no effect
Mtb BioA inh: inhibitors of Mycobacterium tuberculosis BioA enzyme; 360,000 compounds, 0.096% hits; purified M. tuberculosis BioA enzyme, plate reader; inhibition, % at 9.99 µM; in the data active = inhibition above about 40%; inconclusive = no clear call, values can overlap the other calls
* = called active by the depositor; ? = inconclusive; . = not tested or not shown; + = active, no number. Cut-off read from the data, not from the text of the source, unless noted: active = inhibition above about 30%; inconclusive = no clear call, values can overlap the other calls; inactive = below that.

SMILES | Mtb UGM inh | FadD28 binding | FBA Mtb inh | PfHsp40 yeast | GDH-TPI inh | Anthrax LF inh2 | BoNT A protease | BoNT F protease | Mtb BioA inh
NC(=O)COC(=O)c1sc2ccccc2c1Cl | 1.6 | -1.9 | 1.5 | -0.2 | 0.9 | -3.7 | -1.5 | -7.2 | 0.7
Cc1ccccc1OCCC(=O)Nc1ccc(S(=O)(=O)N2CCCC2)cc1 | . | 1.3 | -0.3 | . | 0.9 | -2.6 | -0.4 | -5.5 | 1.8
COc1ccc([C@@H]2C[C@@H](c3ccccc3)Oc3cc(OC)c(OC)c(OC)c32)cc1 | . | -6.2 | -0.3 | -1.1 | -2.0 | -3.2 | -0.1 | -3.3 | -0.1
COc1ccc(OC)c(NC(=O)c2cnn(-c3ccccc3)c2C)c1 | 3.1 | -2.9 | 0.5 | 0.4 | 0.8 | 0.2 | -3.2 | 20.8 | 0.3
CCOC(=O)c1nnn(-c2ccccc2)c1C | 1.8 | -1.1 | 1.4 | -0.5 | 1.2 | -0.8 | ? | -7.0 | 1.0
CSc1n[nH]c(=O)n1-c1ccc(Cl)cc1 | -0.9 | 0.2 | 3.1 | -0.9 | 12.5 | 1.9 | -0.3 | -5.7 | .
CCOC(=O)N(Cc1ccccc1)C(C(=O)O)C(C(=O)O)N(Cc1ccccc1)C(=O)OCC (configuration not stated) | -2.7 | -1.5 | -2.5 | 0.0 | 0.8 | 0.9 | 0.2 | 5.0 | -0.3
Cc1cc2c(ncn2C)c(NS(=O)(=O)c2ccc(Cl)cc2)c1C | -2.3 | -1.2 | 3.6 | -0.6 | -1.3 | -1.2 | 0.2 | -3.8 | -0.6
CCOCCCNc1ccc(-c2ccccc2)nn1 | -0.2 | -1.6 | 2.2 | 0.1 | -5.4 | -0.1 | -1.2 | -7.4 | 1.2
CCOC(=O)c1sc(NC(=O)c2ccc(S(=O)(=O)N3CCCCC3)cc2)nc1-c1ccccc1 | -3.3 | -4.0 | -1.9 | -1.4 | -1.6 | -0.6 | 0.0 | 0.8 | -1.3
O=C(O)COc1ccc(S(=O)(=O)N2CCCC2)cc1 | -0.4 | -0.7 | 1.9 | -0.5 | 8.5 | 1.2 | 0.0 | -5.4 | -0.1
CC(=O)CCC1C2C(O)C(C(C)C)C(OC(=O)/C=C/c3ccccc3)CC12C (configuration not stated) | 0.1 | -9.3 | -1.1 | 1.8 | -5.6 | 1.0 | -0.2 | 2.1 | -0.3
COc1ccc(-c2cn3cccnc3n2)cc1F | 1.2 | -5.3 | + | 0.0 | 12.0 | 0.5 | -0.8 | 1.2 | .
Cc1cccc(NC(=O)c2nc[nH]c2C(=O)NCC(=O)OC(C)(C)C)c1 | 0.2 | -3.6 | 1.2 | 4.4 | 5.4 | -5.7 | -0.1 | -12.7 | 4.9
Cc1ccc(CNC(=O)C2CCN(S(=O)(=O)c3c(C)noc3C)CC2)cc1 | -0.5 | -2.5 | 1.5 | -0.2 | -0.9 | -0.1 | 1.9 | ? | 0.0
O=C(Nc1ccc(Cl)cc1C(=O)N1CCCC1)c1cccc([N+](=O)[O-])c1 | 1.2 | -1.3 | -0.2 | -0.1 | -2.5 | -1.6 | -0.3 | -2.7 | -2.7
Cc1ccc(NC(=O)CN2CCC(NC(=O)C3CCCCC3)CC2)c(Br)c1 | -0.2 | 0.3 | 0.8 | 0.4 | 8.4 | 1.3 | -0.2 | -4.0 | .
COc1cccc(CC(=O)N2CCCC(CCC(=O)N3CCN(c4ccccn4)CC3)C2)c1 (configuration not stated) | -0.2 | -0.8 | 10.7 | 1.1 | -4.1 | -7.1 | -1.0 | -5.0 | 2.2
CC(C)c1ccc(CN(C)CC(O)c2ccccc2)cc1 (configuration not stated) | 0.0 | -0.6 | 1.4 | -2.0 | 6.2 | -1.6 | -0.3 | -0.7 | .
COc1ccc(CN(C(=O)Cc2c[nH]c3ccccc23)C(C(=O)NC2CCCCC2)c2ccc(C)o2)cc1 (configuration not stated) | 0.7 | -0.4 | -0.2 | 0.5 | 9.5 | -6.1 | -6.4 | -8.7 | -2.2
CCCC(=O)Nc1ccc2oc(-c3cccnc3)nc2c1 | 1.6 | -2.1 | 74.3* | 0.4 | 3.3 | -3.7 | -0.8 | -0.4 | 24.2
O=C(CSc1nc2scc(-c3cccs3)c2c(=O)n1CCc1ccccc1)N1CCCC1 | . | -4.5 | -3.4 | 0.9 | 9.1 | -3.2 | 0.1 | 3.1 | 1.1
CC(NC(=O)COC(=O)C1CC1C)c1cccc(Cl)c1 (configuration not stated) | -0.8 | -2.5 | 0.8 | -0.5 | 5.6 | -3.2 | -0.6 | -2.7 | -0.7
Cc1cccc(C)c1NC(=O)Cn1c(=O)c2cccn2c2ccccc21 | 0.6 | -4.8 | -11.8 | 0.7 | -7.4 | -2.7 | -0.8 | 0.2 | -2.8
COCC(C)NC(C(=O)Nc1ccc(Cl)c([N+](=O)[O-])c1)c1ccccc1 (configuration not stated) | 3.3 | -0.2 | -0.3 | 1.1 | -3.0 | -3.9 | 0.0 | -3.9 | .
COc1ccc(C(=O)NCCC(C)C)cc1S(=O)(=O)N1CCOCC1 | 1.9 | -1.9 | 1.3 | 0.2 | -7.2 | 3.7 | 0.4 | -4.5 | -0.4
CCOC(=O)C1Nc2ccc(C(=O)O)cc2C2C=CCC12 (configuration not stated) | 0.5 | 20.5* | -1.6 | 1.7 | 13.7 | -24.8 | -5.7 | -21.6 | -1.3
COc1ccc(NS(=O)(=O)c2cc(NC(=O)COc3ccccc3)ccc2N2CCOCC2)cc1 | 0.2 | ? | -1.4 | 1.9 | 6.0 | -2.1 | 0.1 | -2.7 | 0.5
O=C(NCc1ccncc1)Nc1ccccc1Cl | 3.2 | -2.8 | -0.6 | -1.2 | -8.8 | 1.0 | -2.1 | -18.3 | -0.8
Cc1ccsc1C(=O)N1CCC1(C)C(=O)Nc1ccc2c(c1)OCCO2 (configuration not stated) | . | -2.4 | -2.1 | . | -0.4 | -5.8 | -0.4 | -1.2 | -0.5
O=C1NC(CCO)C(=O)NC1CCO (configuration not stated) | . | -1.4 | -2.6 | -0.2 | -0.8 | -8.8 | 0.0 | -2.1 | 0.3
CCOC(=O)NC(=O)/C(C=Nc1ccc(Cl)c(Cl)c1Cl)=C(\C)O | 2.3 | 0.6 | 3.0 | 1.2 | 9.8 | -0.2 | -0.2 | -5.2 | .
COc1ccccc1-n1c(CNC(=O)c2ccc(S(=O)(=O)N3CCOCC3)cc2)n[nH]c1=S | -0.7 | 0.0 | 1.1 | -0.9 | 9.4 | -2.1 | -0.7 | 1.3 | -1.6
CCn1c(CCNC(=O)c2ccc(Cl)cc2Cl)n[nH]c1=S | 3.0 | 0.5 | 3.7 | 0.6 | 2.1 | -2.8 | -0.5 | -0.7 | -0.5
Nc1nnc(SCC(=O)NNC(=O)c2ccc(Cl)cc2)s1 | -1.2 | -1.5 | 2.9 | 1.0 | -0.4 | -2.5 | -0.1 | 1.4 | -0.5
CCNC(=O)C1CCCN(C(=O)c2ccc3c(c2)CCO3)CC1 (configuration not stated) | . | -0.7 | 0.7 | . | 4.0 | -1.0 | 0.0 | -1.1 | 0.7
COc1cccc(NC(=O)Nc2ccc3c(c2)N(C)C(=O)CS3)c1 | 0.8 | 3.0 | -4.5 | 0.2 | -14.1 | 7.6 | -1.5 | -2.8 | 5.2
Oc1ccc(/C=N/Nc2ncnc3nc[nH]c23)cc1 | -0.6 | -0.7 | -0.7 | 0.1 | 74.0* | -4.0 | -0.9 | 0.4 | -0.8
COc1cccc(-n2c(=O)c3sccc3n(CC(=O)NC3CCCCC3)c2=O)c1 | 2.3 | -2.9 | 1.2 | 2.2 | -4.4 | -18.7 | -2.9 | -21.1 | -2.0
Cc1ccc(C(=O)O[C@H](C(=O)O)[C@H](OC(=O)c2ccc(C)cc2)C(=O)O)cc1 | 1.8 | -0.3 | -0.8 | -1.8 | -0.9 | -13.6 | 0.3 | 6.5 | -2.0
Cc1ccc2nc(NC(=O)Cc3cccs3)sc2c1 | -0.4 | -5.9 | -2.0 | 0.5 | -11.2 | 0.0 | -3.9 | -6.2 | -0.9
Nc1ccc2c(c1)C(O)c1cccc(C(=O)O)c1-2 (configuration not stated) | . | -4.2 | 3.0 | 0.5 | -0.9 | -4.3 | -0.5 | -4.8 | .
Cc1ccc(S(=O)(=O)NCC(=O)NC2CC2)cc1 | -0.7 | -2.8 | -0.4 | -2.1 | -10.3 | 3.5 | 3.0 | -4.8 | -1.4
COC(=O)C1=C(c2ccccc2)C[C@@H]2CC[C@H]1N2C(=O)NCc1ccccc1 | -0.3 | -1.7 | -0.1 | -0.6 | 1.8 | 1.2 | -0.4 | 4.0 | -0.6
CCC(=O)Nc1ccccc1C(=O)OCC(=O)Nc1ccc(S(N)(=O)=O)cc1 | -1.7 | -4.0 | 1.3 | 0.0 | -5.5 | -5.0 | -0.5 | -8.7 | .
CC(C)c1ccc(O)c(NC(=O)c2cncc(Br)c2)c1 | -0.2 | -1.3 | -3.1 | -0.5 | 15.6 | ? | -1.2 | -5.1 | -0.7
OCCNc1nc(Nc2cc(Cl)ccc2OC2CCCC2)nc(N2CCCC2)n1 | -0.6 | -7.8 | -0.2 | 0.1 | 1.8 | 8.3 | 0.3 | -1.4 | -1.4
CC(C)(C)C(=O)Nc1nnc(COc2ccc(Cl)cc2)s1 | -0.1 | 1.1 | 2.9 | -0.2 | -4.8 | -4.8 | -0.5 | -1.0 | .
Cc1ccnc(NC(=O)c2cccc(S(=O)(=O)N3CCOCC3)c2)c1 | 0.4 | -3.1 | -2.4 | -1.5 | -3.5 | -3.4 | 0.9 | 4.0 | 0.0
CCOCCCNC(=O)C1CCCN1C(=O)NC1CCCCC1 (configuration not stated) | 2.1 | -0.5 | 2.0 | 10.1 | 5.9 | -7.5 | -0.6 | 0.3 | -2.2

Single records, as listed above. Values in the order: Mtb UGM inh, FadD28 binding, FBA Mtb inh, PfHsp40 yeast, GDH-TPI inh, Anthrax LF inh2, BoNT A protease, BoNT F protease, Mtb BioA inh
Listed for CC(C)c1ccc(O)c(NC(=O)c2cncc(Br)c2)c1 → -0.2, -1.3, -3.1, -0.5, 15.6, ?, -1.2, -5.1, -0.7
Listed for Nc1ccc2c(c1)C(O)c1cccc(C(=O)O)c1-2 (configuration not stated) → ., -4.2, 3.0, 0.5, -0.9, -4.3, -0.5, -4.8, .
Listed for CCOCCCNC(=O)C1CCCN1C(=O)NC1CCCCC1 (configuration not stated) → 2.1, -0.5, 2.0, 10.1, 5.9, -7.5, -0.6, 0.3, -2.2
Listed for COC(=O)C1=C(c2ccccc2)C[C@@H]2CC[C@H]1N2C(=O)NCc1ccccc1 → -0.3, -1.7, -0.1, -0.6, 1.8, 1.2, -0.4, 4.0, -0.6
Listed for Cc1ccnc(NC(=O)c2cccc(S(=O)(=O)N3CCOCC3)c2)c1 → 0.4, -3.1, -2.4, -1.5, -3.5, -3.4, 0.9, 4.0, 0.0

(cont.)
SMILES | Mtb UGM inh | FadD28 binding | FBA Mtb inh | PfHsp40 yeast | GDH-TPI inh | Anthrax LF inh2 | BoNT A protease | BoNT F protease | Mtb BioA inh
O=C(CCN1C(=O)C2C3CCC(C3)C2C1=O)Nc1ccccc1Cl (configuration not stated) | -2.1 | -1.9 | -0.7 | -0.6 | 5.5 | -3.6 | -3.3 | -6.4 | -2.0
NC(=O)C1CCCN(C(=O)c2cccc(S(=O)(=O)N3CCCCCC3)c2)C1 (configuration not stated) | 1.7 | -0.4 | 2.2 | 0.3 | 1.3 | -0.3 | -0.1 | -0.6 | 2.7
COCCNC(=O)CSc1cc(-c2ccccc2)c2ccc(OC)cc2n1 | -3.2 | -11.0 | 2.9 | -0.2 | 6.5 | -2.6 | 0.1 | -8.4 | .
CN(C)c1ccc(C(=O)Nc2cc(C(F)(F)F)ccc2-n2cncn2)cc1 | 2.5 | -1.3 | 5.2 | 2.0 | 25.9 | -5.9 | 0.4 | ? | -1.2
Cc1ccccc1N(C)S(=O)(=O)c1nnc(NC(=O)c2ccccc2F)s1 | -0.6 | -7.4 | 0.3 | 0.6 | 19.1 | -1.8 | -0.9 | -3.4 | 1.1
